Assay outcomes as filed in PubChem BioAssay.
NCI-60 one-dose screen, 48 h, at 10 µM unless noted. Numbers give growth in % (100 = growth as untreated, 0 = no growth, -100 = all killed).
SNB-19: SNB-19 CNS cancer cells; 2.5% of 81,000 active
HCT-15: HCT-15 colon cancer; 5.2% of 82,000 active; AID 1794746
COLO 205: COLO 205 colon cancer; AID 1794742; 7.3% of 79,000 active
HCC-2998: HCC-2998 colon cancer | AID 1794799 | 4.7% of 79,000 active
HCT-116: HCT-116 colon cancer. 7.3% of 82,000 active
SW-620: SW-620 colon cancer | 5.2% of 82,000 active
HT29: HT29 colon cancer; AID 1794748; 7.4% of 81,000 active
SNB-75: SNB-75 CNS cancer; 5% of 79,000 active; AID 1794750
KM12: KM12 colon cancer cells. 5% of 82,000 active. AID 1794800
The depositor's hits bear a star; x = not tested or not shown; & = joins results of further samples. How the source made its calls: active means growth percent below 10; inactive means the rest.

SMILES	SNB-19	HCT-15	COLO 205	HCC-2998	HCT-116	SW-620	HT29	SNB-75	KM12
Cn1c(O)c(N=Nc2ccc(S(N)(=O)=O)cc2)c2ccccc21	92	97	126	111	106	107	107	109	109
C/C=C1\C(O)CC2C3CCC4=CC(=O)CC[C@]4(C)C3CC[C@]12C (some centres undefined)	108	88	x	114	99	120	94	91	100
CC(C)(C)C(=O)CC(=O)c1cccnc1	104	101	115	103	103	103	x	108	107
Cc1cc[n+](CC(=O)c2ccc([N+](=O)[O-])cc2)cc1	101	103	115	102	102	94	109	109	100
COc1cccc2c1C(=O)OC2=O	96	102	110	x	93	104	90	71	107
O=C(Cn1cc(CO)nn1)c1ccc(F)cc1	102	108	112	126	92	100	109	x	97
CCCCCCc1cn(C(C)c2ccc(OC3CCCCC3)c(OC)c2)nn1 (centres undefined)	85	85	103	84	74	91	92	80	82
O=C(O)CNC1=C(Cl)C(=O)c2ccccc2C1=O	96	100	113	114	100	102	103	86	104
Cc1cc(-c2ccc([N+](=O)[O-])cc2)cc(C)n1	99	104	124	104	100	110	103	91	115
C[C@]12CC[C@H]3[C@@H](CCC4=CC(=O)CC[C@@]43C)[C@@H]1CC[C@@H]2C(=O)CF	103	92	103	96	84	103	87	94	98
Cc1cc(O)c2c(c1)C1OC(=O)CCCCCN1C1=C2C(=O)c2cccc(OC3CC(O)C(O)C(C)O3)c2C1=O (centres undefined)	97	46	53	73	24	100	94	117	83
COc1ccc2oc(=O)cc(CP(=O)(O)O)c2c1	95	100	113	102	98	92	103	84	100

A portion from the list above:
SMILES	SNB-19	HCT-15	COLO 205	HCC-2998	HCT-116	SW-620	HT29	SNB-75	KM12
Cc1cc(O)c2c(c1)C1OC(=O)CCCCCN1C1=C2C(=O)c2cccc(OC3CC(O)C(O)C(C)O3)c2C1=O (centres undefined)	97	46	53	73	24	100	94	117	83
COc1ccc2oc(=O)cc(CP(=O)(O)O)c2c1	95	100	113	102	98	92	103	84	100

Entries of single compounds as entered above.
`O=C(O)CNC1=C(Cl)C(=O)c2ccccc2C1=O` across the screens: SNB-19: 96; HCT-15: 100; COLO 205: 113; HCC-2998: 114; HCT-116: 100; SW-620: 102; HT29: 103; SNB-75: 86; KM12: 104
`Cn1c(O)c(N=Nc2ccc(S(N)(=O)=O)cc2)c2ccccc21` across the screens: SNB-19: 92; HCT-15: 97; COLO 205: 126; HCC-2998: 111; HCT-116: 106; SW-620: 107; HT29: 107; SNB-75: 109; KM12: 109

(list continues)
SMILES	SNB-19	HCT-15	COLO 205	HCC-2998	HCT-116	SW-620	HT29	SNB-75	KM12
NS(=O)(=O)c1cc2c(cc1Cl)NC(C1CC3C=CC1C3)NS2(=O)=O (centres undefined)	105	104	110	120	104	105	108	96	107
NS(=O)(=O)c1ccccc1NCCC(=O)c1ccc2ccccc2c1	97	76	x	102	96	99	93	87	100
CC1(C)CC(=O)C2=C(C1)OC(C(=O)c1ccc(N=[N+]=[N-])cc1)C2c1ccc(Br)cc1 (centres undefined)	98	102	117	113	108	107	108	107	102
CCO/C([O-])=N\c1c[n+](N2CCOCC2)no1	105	111	115	101	109	104	108	107	112
COc1cc(-c2nc(SC(C)C)nc(N3CCOCC3)c2C#N)cc(OC)c1OC	94	88	101	109	84	101	85	50	103
CCC(=O)N/N=C/C=N/NC(=O)c1ccncc1	100	104	113	133	107	102	107	75	110
COc1ccc2c(C)cc(SCC(=O)Nc3c(C)n[nH]c3C)nc2c1	104	105	110	98	96	101	113	97	105
CCOC(=O)CCn1c(-c2ccccc2)cc(-c2ccccc2)c(C#N)c1=O	90	99	108	104	95	103	116	72	99
CC(C)(CO)N=Cc1cc([N+](=O)[O-])ccc1O	98	112	115	100	100	107	97	82	115
O=C(Nc1ccccc1)Oc1ccc(Br)cc1Br	103	100	111	104	101	113	100	95	99
CC(C)c1ccc(C=O)cc1	95	102	119	102	101	103	110	92	101
CC1CC(C(C)(C)C)C(=O)C(C(C)(C)C)C1 (centres undefined)	106	98	115	111	108	101	93	105	108
C=CCC(Cc1ccccc1)C(N)=O (centres undefined)	103	106	113	123	100	104	102	97	107
Fc1ccc(-c2cn3nc(-c4c[nH]c5ccccc45)sc3n2)cc1	89	59	89	90	81	89	81	79	79
O=C1c2ccccc2C(=O)c2c1cc(O)c(O)c2O	99	107	107	104	95	104	86	83	104
C=CCNC(=S)N/N=C(\C)c1nnn(-c2ccc(Cl)cc2)c1C	92	92	107	100	95	100	100	94	94
O=C(NNC(=O)N1c2ccccc2C=Cc2ccccc21)c1ccc(Cl)cc1	95	108	112	106	107	108	106	x	106
CC(C)(C)c1ccc(OCc2nc3ccccc3n2-c2cccc(N)c2)cc1	100&75	103&39	114&78	107&82	104&57	116&77	110&31	120&57	105&54
CCOc1nc2c(N)ncnc2n1CC1CC1	100	107	124	113	101	105	112	103	104
C#CCOc1ccc(-c2noc(-c3nnn(-c4cccc(/C(C)=N/O)c4)c3N)n2)cc1	72	84	110	96	55	89	90	98	89
COc1ccc(/C(=C\c2ccc3c(c2)OCO3)C(=O)Nc2nc3ccccc3s2)cc1OC	101	90	110	102	74	102	90	94	85
Nc1ccc(Cl)cc1C(=O)c1ccc[nH]1	97&105	94&96	114	100&96	90&120	97&105	91&103	84&98	96&101
OCC1(CO)COC(c2ccccc2)=N1	103	105	106	x	102	96	104	98	139
O=C(/C=C1\C=CN(CCCCO)c2ccccc21)n1ccc2ccccc21	95	107	104	112	108	104	109	x	100

Three entries from above, bar-delimited.
canonical_smiles | SNB-19 | HCT-15 | COLO 205 | HCC-2998 | HCT-116 | SW-620 | HT29 | SNB-75 | KM12
COc1cc(-c2nc(SC(C)C)nc(N3CCOCC3)c2C#N)cc(OC)c1OC | 94 | 88 | 101 | 109 | 84 | 101 | 85 | 50 | 103
O=C1c2ccccc2C(=O)c2c1cc(O)c(O)c2O | 99 | 107 | 107 | 104 | 95 | 104 | 86 | 83 | 104
Nc1ccc(Cl)cc1C(=O)c1ccc[nH]1 | 97&105 | 94&96 | 114 | 100&96 | 90&120 | 97&105 | 91&103 | 84&98 | 96&101

Going on with the list:
SMILES	SNB-19	HCT-15	COLO 205	HCC-2998	HCT-116	SW-620	HT29	SNB-75	KM12
N=C(N)c1ccc(-c2ccc(-c3ccc(Cl)c(Cl)c3)o2)nc1	7.0*	17	x	78	-58*	-70*	-40*	98	-15*
C[C@H]1c2[nH]c3ccccc3c2C[C@@H]2C(=O)N(Cc3ccccc3)C(=S)N21	98	69	126	106	96	93	99	75	96
O=C(c1c[nH]c2ccccc12)c1n[nH]c(=S)n1-c1cccc(Br)c1	94	41	99	39	90	95	96	83	51
c1ccc(Cc2nnc3sc(-c4csc5c4CCCC5)nn23)cc1	87	98	111	107	90	98	101	110	101
CC(=O)/C(N=O)=C(/C)O	100	88	108	109	96	105	105	90	107
COc1ccc(-c2nc(SCCNS(C)(=O)=O)[nH]c(=O)c2C#N)cc1	98	116	108	104	109	104	126	x	104
CCCCCCC(CC#N)(CCC)CCCC (centres undefined)	100	108	129	110	104	107	111	89	111
O=C1NC(=O)C23C=CC(O2)C2(O)CCCc4cccc(c42)N13 (centres undefined)	102	104	112	109	86	106	104	87	107
O=C(CCc1ccccc1)NCCc1cccs1	102	108	113	96	96	102	97	98	94
O=C(/C=C/Nc1ccccc1)c1ccc2c(c1)Nc1ccccc1S2	36	80	100	95	79	89	90	106	87
COc1ccc(/C=c2\c(=O)n(-c3ccccc3)c3nn4c(n23)=NNCC(=O)C4)cc1	105	111	106	106	108	104	109	103	99
COc1cc(/C=C/C(=O)c2cc(OC)c(OC)c(OC)c2)ccc1Oc1nc(NCCO)nc(N2CCOCC2)n1	12	-9.1*	3.7*	-18*	-79*	-34*	-22*	15	-45*
O=C1CC(c2ccccc2)N2C(=S)N(c3ccccc3)C(=O)C12 (centres undefined)	99	111	121	98	100	104	104	99	107
COc1cc(CCCO)c(OC)c(OC)c1OC	96	110	122	103	106	105	108	87	105
Brc1ccc(-c2csc(N/N=C/c3ccc(-n4cncn4)cc3)n2)cc1	99	100	107	x	102	102	91	113	107
O=c1oc2ccc(I)cc2c(=O)n1-c1ccc(F)cc1F	15	16	104	26	6.7*	20	107	-13*	3.8*
Nc1n[nH]c2cccc(C#Cc3cccc(NC(=O)c4cccc(C(F)(F)F)c4)c3)c12	80	30	17	26	9.0*	46	13	30	38
CCOC(=O)c1c(SC)nn(-c2cc(=O)[nH]c3ccc(OC)cc23)c1N	97	104	110	98	92	95	94	88	92
COc1ccc(CCN2C(=O)/C(=C/c3nc(CO)cs3)SC2=S)cc1	92	51	102	107	60	94	103	73	18
CCc1c(-c2ccc(Cl)cc2)nc(N)nc1-c1nc(N)nc(-c2ccc(Cl)cc2)c1CC	x	99	111	117	103	111	104	99	110
O=c1nc(-c2ccccc2)c2cc(-c3ccc(N4CCOCC4)cc3)ccc2[nH]1	87	74	82	98	74	87	84	106	86
O=P1(O)CC2=C(CC=CC2)C1	101	97	107	107	111	111	102	104	100
CC1(C)[C@H](O)CC[C@]2(C)[C@@H]1CC[C@@]13C[C@@H](CC[C@H]12)[C@@](O)(CO)C3	100	105	119	105	-70*	108	112	102	116
